# M4 ag: CHRM4 agonism in calcium assay. activation, % at 3 µM. AID 624127. P08173. CHO-K1 hM4/Gqi5, Fluo-8 calcium fluorescence; vehicle 0%, full acetylcholine response 100%. actives 0.14% (n = 360,000);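 active means activation above the run mean over all test wells plus 3 SD, cut at about 32% in these data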;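 further: peak over basal fluorescence ratio per well then scaled between controls; 0% = DMSO wells and 100% = acetylcholine at EC100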
# CHRM1 antagonist: blocks human M1 muscarinic receptor; actives 1.3% (n = 360,000); P11229; inhibition, % at 3 µM; CHO-K1 hM1, Fluo-8 calcium fluorescence, ACh EC80 antagonist;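 active means percent inhibition above its own plate's cutoff, namely the mean of that plate's compound wells plus 3 SD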;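 further: peak over basal fluorescence ratio during 140 s after agonist addition; 0% = ACh EC80 plus DMSO and 100% = DMSO alone without agonist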
# Target sequence (P11229 whole entry, looked up): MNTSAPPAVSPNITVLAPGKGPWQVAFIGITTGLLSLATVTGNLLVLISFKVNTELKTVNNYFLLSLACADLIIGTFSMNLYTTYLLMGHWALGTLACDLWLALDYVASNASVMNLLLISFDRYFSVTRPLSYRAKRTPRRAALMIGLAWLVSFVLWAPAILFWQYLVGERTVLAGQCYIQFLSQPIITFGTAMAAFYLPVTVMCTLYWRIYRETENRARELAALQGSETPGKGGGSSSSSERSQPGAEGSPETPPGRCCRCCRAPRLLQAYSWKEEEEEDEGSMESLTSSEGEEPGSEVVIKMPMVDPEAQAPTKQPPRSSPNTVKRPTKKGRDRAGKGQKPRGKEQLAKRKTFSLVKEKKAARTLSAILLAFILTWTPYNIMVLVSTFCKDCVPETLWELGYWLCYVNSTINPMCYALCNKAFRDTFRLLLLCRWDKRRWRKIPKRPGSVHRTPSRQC
# CHO parental Ca: counter-screen for OX1R antagonists: effect in parental CHO cells. AID 463079. actives 0.63% (n = 330,000). parental CHO-K1, ATP-induced calcium, Fluo-8 fluorescence. inhibition, % at 5.6 µM;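 active means inhibition above that plate's mean sample inhibition plus 3 SD, cut at about 26% in these data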;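 further: 0% = ATP-challenged DMSO wells and 100% = DMSO wells without ATP; some compounds past the cut are filed as inactive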
#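 Assay system – parental CHO cells · Reagent – ATP stimulus · Detection – intracellular calcium via Fluo-8 no-wash fluorescent dye · Evaluation – percent inhibition of ATP-evoked calcium rise, normalized to controls · Controls – ATP wells versus no-ATP DMSO wells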
# M1 ag: human M1 muscarinic receptor agonism. P11229. CHO-K1 hM1, Fluo-8 calcium fluorescence, agonist mode; 0% DMSO, 100% acetylcholine EC100. activation, % at 3 µM. actives 0.33% (n = 360,000). AID 588814;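 active means activation above the run's mean compound activation plus 3 SD, cut at about 16% in these data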;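 further: peak over basal fluorescence ratio within a 140 s kinetic read after compound addition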
# CHO-K1 Ca antag: counter-screen for M1 antagonists: effect in parental CHO-K1 cells. ATP-induced calcium, Fluo-8 fluorescence. inhibition, % at 3 µM. actives 0.6% (n = 360,000);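 active means inhibition above a per-plate cutoff, the plate's mean sample inhibition plus 3 SD, cut at about 24% in these data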;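 further: 0% = DMSO plus EC80 ATP and 100% = DMSO alone without ATP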
# CHRM4 antagonist: blocks acetylcholine activation of human M4 receptor | inhibition, % at 3 µM | actives 0.73% (n = 360,000) | P08173 | AID 624125 | CHO-hM4 cells, ACh EC80, Fluo-8 calcium fluorescence;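 active means inhibition above its plate's cutoff, the mean inhibition of sample wells plus 3 SD, cut at about 27% in these data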;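 further: 0% = acetylcholine EC80 with DMSO and 100% = DMSO without agonist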
# CHRM1 PAM: positive allosteric modulators of human M1 muscarinic receptor | actives 0.088% (n = 360,000) | CHO-K1 hM1, Fluo-8 calcium fluorescence, ACh EC20; 0% = ACh EC20, 100% = maximal ACh | P11229 | activation, % at 3 µM; in the data active means activation above about 19%, passing the limit was not always enough
# OXTR potentiator: potentiators of human oxytocin receptor | P30559 | CHO-OTR cells, Fluo-8 calcium fluorescence, potentiator mode; 0% = oxytocin EC15, 100% = EC100 | activation, % at 3 µM | actives 0.061% (n = 320,000);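 active means activation above that plate's cutoff, the mean activation of tested compounds plus 3 SD, cut at about 6.6% in these data, passing the limit was not always enough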;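 further: 100% uses oxytocin at 75 nM as the full agonist control; some results filed as inactive read as strong as hits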
# Target sequence (P30559 whole entry, looked up): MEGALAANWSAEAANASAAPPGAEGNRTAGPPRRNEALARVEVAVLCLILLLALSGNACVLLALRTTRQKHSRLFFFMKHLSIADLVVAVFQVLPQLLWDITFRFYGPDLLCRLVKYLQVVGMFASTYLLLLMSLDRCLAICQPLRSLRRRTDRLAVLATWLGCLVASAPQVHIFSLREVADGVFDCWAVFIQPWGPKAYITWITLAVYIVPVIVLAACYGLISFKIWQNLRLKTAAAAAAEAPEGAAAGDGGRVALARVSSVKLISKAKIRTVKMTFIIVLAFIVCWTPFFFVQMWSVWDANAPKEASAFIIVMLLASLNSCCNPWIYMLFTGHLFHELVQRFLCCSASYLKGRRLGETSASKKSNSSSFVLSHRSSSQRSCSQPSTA
#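 Assay system: CHO-OTR cells, human receptor / Also added: oxytocin at about EC15, sub-maximal agonist stimulus / Dosing: single dose, 3.0 µM nominal final compound concentration / Incubation: 6 min pre-incubation, 100 s read / Technique: Fluo-8 calcium dye fluorescence / Read-out: % activation vs EC15 and EC100 oxytocin / Benchmarks: EC15 oxytocin low, 75 nM oxytocin high / Replicates: singlicate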
# CHO-K1 Ca ag: nonselective activator or artifact in parental CHO-K1 cells; Fluo-8 calcium fluorescence; scaled to maximal ATP response, vehicle zero; activation, % at 3 µM; actives 0.48% (n = 360,000); AID 602248; in the data active means activation above about 15%;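 further: untransfected CHO-K1 host cells lacking M1 receptor as counterscreen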
# * marks the source's active call; other numbers are inactive results; / = no result given.
SMILES,M4 ag,CHRM1 antagonist,CHO parental Ca,M1 ag,CHO-K1 Ca antag,CHRM4 antagonist,CHRM1 PAM,OXTR potentiator,CHO-K1 Ca ag
Cc1cccc(N2CCN(C(=O)c3cccc(NC4=NC5CS(=O)(=O)CC5S4)c3)CC2)c1C (stereo unspecified),0,-7,-13,-6,-8,-12,5,-5,0.3
COc1ccc(/C=N/NC(=O)c2cc(-c3ccccc3)nc3ccccc23)c(C(=O)O)c1OC,0,-11,-9,-4,-13,10,8,-8,3.5
Cc1ccc(NC(=O)NCc2ccc3[nH]c(C)cc3c2)cc1,0,-2,-10,0,-16,7,1,-9,0.0
Fc1ccc(NC(=S)N2CCn3cccc3C2c2cccnc2)cc1 (stereo unspecified),8,5,-9,-4,2,-1,-2,3,1.4
Cc1ccc(NC(=O)CN(C)CC(=O)Nc2ccccc2Oc2ccccc2)cc1,1,1,-7,-4,-6,-9,4,-6,0.8
Cc1ccc(S(=O)(=O)CCC(=O)Nc2nnc(-c3ccc(F)cc3)o2)cc1,0,17,-1,-2,5,8,-3,-2,-0.1
Cc1ccccc1C(=O)c1cccn1CC(=O)NC(C)CCc1ccccc1 (stereo unspecified),1,17,-15,0,14,2,-8,-9,-0.7
COc1ccc(-c2coc3c(C)c4oc(=O)c(CC(=O)O)c(C)c4cc23)cc1,12,-1,/,-2,4,1,6,/,3.9
CC(C)c1ccc(C(=O)NCCCN2CCOCC2)cc1,2,-19,-2,-5,-13,1,12,-1,1.6
Cc1cc(C)cc(N(C(=O)c2nsc(Cl)c2Cl)C(C(=O)NC2CCCC2)c2ccc(O)cc2)c1 (stereo unspecified),-1,-2,-26,-10,-6,1,-3,-2,-0.1
CCN(CC(=O)NCc1ccc(Cl)cc1)Cc1cc(=O)n2ccsc2n1,1,-5,-15,-7,-17,-4,3,3,1.0
O=C(Nc1ccc(F)c(Cl)c1)Nc1ccc(Cl)cn1,5,7,-5,-1,14,10,-4,-14,2.2
O=C(Nc1ccccc1)C1CC(O)CN1S(=O)(=O)c1ccc([N+](=O)[O-])cc1 (stereo unspecified),-1,-7,8,-2,-4,3,6,-2,0.3
O=C(Nc1ccccc1F)C1CCCC1,3,-6,-4,-4,-7,-4,5,4,0.8
COc1cccc(C(=O)/C=C/Nc2ccc(S(=O)(=O)Nc3cc(OC)nc(OC)n3)cc2)c1,2,-11,-12,-2,-15,-1,10,-7,0.2
O=C(NCCO)c1cc2ccccc2c(=O)s1,1,-15,2,-3,-6,2,0,-2,0.4
Cc1ccc(N2CC(C(=O)NCc3ccc4c(c3)OCO4)CC2=O)cc1C (stereo unspecified),0,-9,-3,-4,0,8,7,-12,0.3
CCOc1ccc(NC(=O)CSc2nc3ccsc3c(=O)n2CCCCCC(=O)O)cc1,0,-24,/,0,-8,6,12,/,0.4
O=C(Nc1ncnc2sc3c(c12)CCCCC3)c1ccco1,1,-10,-13,-2,-4,6,8,-4,0.4
Cc1cc2nc(-c3cccc(Br)c3)c(CC3CCCCC3)n2c(C)c1Br,1,/,/,/,-27,-14,/,/,0.0
COc1ccc(C(=O)Nc2ccc(Cl)cc2C(=O)NCc2ccco2)cc1,-1,3,-7,-4,4,3,-1,-5,0.2
O=C(Cc1ccc([N+](=O)[O-])cc1)Nc1ccc2c(c1)C(=O)NC2=O,2,5,10,-4,8,-5,2,-22,0.5
O=C(CS(=O)(=O)c1ccc(F)cc1)Nc1nnc(-c2cccs2)o1,0,-17,-12,-2,3,-5,10,-1,0.9
COc1ccc(S(=O)(=O)N2CCOCC2)cc1NC(=O)c1ccccc1C,8,1,5,0,11,-2,2,-5,2.5
CC(C)OC(=O)CSc1nnc(-c2ccco2)n1N,0,-3,3,0,-7,2,11,-3,-0.3
O=C(CN1C(=O)c2ccccc2C1=O)OCC(=O)N1CCN(c2ccccc2)CC1,12,4,3,-1,7,1,-2,-8,3.7
COc1ccc(C2=NN(C(=S)Nc3ccccc3)C(c3ccccc3)C2)cc1 (stereo unspecified),0,-15,-14,-6,-18,-11,8,-4,0.4
COc1cc(OC)c(NC2=CC(=O)C(=O)c3ccccc32)cc1Cl,1,-13,-14,-5,-7,3,15,-9,-0.2
Cc1cc(C)cc(NC(=S)N2CCC(NC(=O)C3CC3)CC2)c1,0,3,-9,-2,6,0,7,-2,-0.7
COc1ccc(C(C)=O)cc1COc1cc(C)c(Cl)c(C)c1,0,-6,-13,-4,-15,5,4,-2,1.2
Cc1cc(NC(=O)CSc2nnc(C3CC3)n2-c2ccccc2)no1,0,-7,-13,-4,-3,-1,1,-10,-0.1
CC(C)Cc1nnc(NC(=O)CCC(=O)NC2CC2)s1,0,2,-2,-3,-6,8,-2,-8,1.1
O=C(N/N=C/C(Br)=C/c1ccccc1)c1ccncc1,2,-4,-15,-2,-9,-5,0,-9,1.8
CCn1c(SCC(=O)N2CCCC2)nnc1-c1ccc(S(=O)(=O)N2CCCCCC2)cc1,5,-8,-18,-6,9,2,7,-3,1.3
Cn1c(=O)c2c(nc(CN3CCN(C(=O)c4ccco4)CC3)n2Cc2cccc(Cl)c2)n(C)c1=O,2,4,-18,-6,11,-4,-1,0,0.7
COc1cccc(CNc2nc3nc(C)cc(C)n3n2)c1,1,-5,2,-4,-6,-9,-1,-12,0.2
NC1=NS(=O)(=O)NC1c1ccc(F)cc1 (stereo unspecified),1,-9,-6,-6,-10,1,9,-11,0.9
c1csc(-c2noc(CN3CCc4sccc4C3)n2)c1,3,-5,-13,-1,-5,-8,5,-6,-0.6
COC(=O)c1c(C(=O)OC)c(-c2ccc(OC)cc2)n2c1CCC2,-2,-15,-2,-3,-10,-7,13,-7,-0.9
CCN(c1cccc(C)c1)S(=O)(=O)c1ccc2[nH]c(=O)c(=O)[nH]c2c1,2,-10,-4,-6,-19,-2,13,-2,1.3

# In another format: 2 of the compounds above
canonical_smiles: COc1ccc(C2=NN(C(=S)Nc3ccccc3)C(c3ccccc3)C2)cc1 (stereo unspecified)
  M4 ag: 0	CHRM1 antagonist: -15	CHO parental Ca: -14	M1 ag: -6	CHO-K1 Ca antag: -18	CHRM4 antagonist: -11	CHRM1 PAM: 8	OXTR potentiator: -4	CHO-K1 Ca ag: 0.4
canonical_smiles: COc1cc(OC)c(NC2=CC(=O)C(=O)c3ccccc32)cc1Cl
  M4 ag: 1	CHRM1 antagonist: -13	CHO parental Ca: -14	M1 ag: -5	CHO-K1 Ca antag: -7	CHRM4 antagonist: 3	CHRM1 PAM: 15	OXTR potentiator: -9	CHO-K1 Ca ag: -0.2

# Remaining list, next part.
SMILES,M4 ag,CHRM1 antagonist,CHO parental Ca,M1 ag,CHO-K1 Ca antag,CHRM4 antagonist,CHRM1 PAM,OXTR potentiator,CHO-K1 Ca ag
COc1cc(CNC(=O)c2cc(-c3cc(Cl)ccc3OC)n[nH]2)cc(OC)c1,1,3,/,-3,5,-6,-4,/,0.9
CC(=O)/C(=N\Nc1ccccc1)Sc1cccc2cccnc12,-2,13,-21,-8,19,9,-10,-3,-0.2
O=C(NCc1cccs1)c1cc(-c2ccccc2)nc2ccccc12,10,6,-18,-8,1,9,-12,-5,3.7
Cc1ccc(NC(=O)Cn2ccc(=O)[nH]c2=O)cc1,1,2,4,2,16,-3,2,-5,1.5
Cc1ccc(S(=O)(=O)N2CCOCC2)cc1NC(=O)COC(=O)c1ccccc1OCc1c(C)noc1C,7,0,-23,-11,-11,-4,-8,1,6.1
CN(c1ccccc1)S(=O)(=O)c1cccc(C(=O)Nc2cccc(C(=O)NC3CC3)c2)c1,21,7,/,-1,-6,1,-8,/,13
CCCN(CC(=O)Nc1ccc(Cl)cc1Cl)C(=O)/C=C/c1cccc([N+](=O)[O-])c1,1,-2,-14,-2,-7,-1,2,-10,0.1
CC(Nc1ccccc1)c1cccnc1 (stereo unspecified),1,-7,-2,-1,-5,-5,7,-3,0.5
S=c1[nH]nc(-c2ccc(Br)cc2)n1-c1ccc(Br)cc1,0,-10,-11,1,-8,-2,14,-1,-0.3
CCC(=O)N(Cc1cc2ccc(C)cc2n2nnnc12)C1CCCCC1,0,-16,-18,-3,-2,-2,11,-13,0.2
Cc1cccc(S(=O)(=O)c2c(N)n(Cc3ccco3)c3nc4ccccc4nc23)c1,3,4,0,0,9,6,5,-7,1.3
Cc1cccc(N2C(N)=NC(N)=NC23CCCCC3)c1,1,4,-5,-6,9,9,-6,-2,-0.1
CNC(=O)CCc1nc(-c2ccc(C(C)(C)C)cc2)no1,4,-6,-28,4,-9,-12,9,-8,2.2
CS(=O)(=O)c1ccc(Cl)c(NC(=O)COC(=O)/C=C/c2cnc3ccccc3n2)c1,1,-16,-3,-3,-12,-5,7,-2,0.8
CC1=C(C#N)C(Nc2cccc(C)n2)(C(F)(F)F)C(=O)N1 (stereo unspecified),1,-9,16,-1,-9,2,5,-2,0.6
COc1ccc(C2c3c4c(n(C)c3CCN2C)CCN(C)C4c2ccc(OC)cc2)cc1 (stereo unspecified),0,-4,-5,-6,-5,3,9,-9,-0.2
O=C(NCC1CCN(c2ccc(S(=O)(=O)N3CCOCC3)cc2)CC1)c1ccc(Cl)cc1,8,16,-1,-3,3,26,-12,-19,3.0
Cc1cc(C(=O)CN2C(=O)NC3(CCCCC3)C2=O)c(C)n1-c1ccc2c(c1)OCO2,0,-9,-14,-10,0,-3,5,-5,0.9
O=C(COc1ccccc1[N+](=O)[O-])OC1CCS(=O)(=O)C1 (stereo unspecified),0,-7,4,-3,0,5,1,-10,1.3
N=c1n(Cc2ccc(Cl)cc2)c2ccccc2n1CC(O)c1ccco1 (stereo unspecified),10,0,-12,-3,-1,-1,7,-5,1.7
CN(C)c1ccc(NC(=O)c2ccc(Cn3cc([N+](=O)[O-])cn3)cc2)cc1,5,5,-16,0,-18,-5,1,-8,5.6
CCOc1ccccc1N(C)S(=O)(=O)c1ccc2[nH]cc(C(=O)N(CCOC)CCOC)c(=O)c2c1,1,6,1,-8,0,6,-1,-7,0.4
CC(=O)c1cccc(-n2nnnc2SCC(=O)Nc2cc(C)on2)c1,2,-7,-12,-3,-10,-1,4,3,1.8
Cc1nc2nc(-c3cccnc3)nn2c(C)c1Cl,1,-13,-2,-5,-6,-3,9,-8,-0.1
Cc1ccc(S(=O)(=O)N(C)C)cc1NC(=O)c1ccncc1,1,-10,14,0,-13,-8,12,-6,0.7
Brc1ccccc1CN1CCC(Cc2ccccc2)CC1,-1,-5,-21,-7,-6,7,4,-6,-0.3
O=C1N/C(=C/c2ccc(N3CCCC3)cc2)C(=O)N1c1ccccc1,1,-13,-4,-1,-7,-6,7,-3,1.8
O=C(NNS(=O)(=O)c1ccc(F)cc1)c1ccc(S(=O)(=O)N2CCCCC2)cc1,1,-4,-7,-5,-6,-1,5,-7,1.2
O=C(Nc1ccncc1)c1cc(S(=O)(=O)N2CCN(c3ccccc3)CC2)ccc1Cl,12,-5,-23,0,0,-10,7,-11,2.5
CCn1c(SCC(=O)NCc2ccco2)nc2ccccc2c1=O,0,0,-9,-4,-14,9,3,-5,0.2
COc1ccc(-c2csc3ncnc(N4CCN(c5ccc(OC)cc5)CC4)c23)cc1,4,14,-25,-3,-11,-9,-7,-8,2.0
Cc1nc2ccc(S(=O)(=O)Nc3cc(-c4nc5cccnc5s4)ccc3C)cc2s1,14,7,-15,-5,-4,-2,-8,-4,4.0

# High-throughput results (PubChem)
